# Source: PubChem BioAssay
# PABP1 MLLE inh: inhibitors of PABP1 MLLE–PAM2 peptide binding, primary screen, biochemical, fluorescence polarization, FITC-PAM2, GST-MLLE; Polyadenylate-binding protein 1 (Homo sapiens), P11940; inhibition, % at 20 µM; 360,000 tested, 0.36% active; in the data active = inhibition above about 35%, passing the limit was not always enough;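 also: plate controls were DMSO wells with GST-MLLE for no effect and wells lacking GST-MLLE protein for full effect; some results filed as inactive read as strong as hits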
# Rin1 Abl inh: inhibitors of Rin1-Abl protein binding, primary screen, biochemical, TR-FRET; inhibition, % at 7.35 µM; 360,000 tested, 0.4% active; Tyrosine-protein kinase ABL1 (Homo sapiens) + Ras and Rab interactor 1 (Homo sapiens), …; in the data active = inhibition above about 5%, passing the limit was not always enough
# MT1-MMP act inh: blockers of MT1-MMP proenzyme processing, primary screen, HT1080 RFP-PRO-GFP cells, GFP/RFP fluorescence. 360,000 tested, 0.061% active. AID 651647, 2012. GFP/RFP ratio change, % at 20 µM. GFP/RFP ratio fluorescence, overnight; percent of plate control window, DMSO zero. Matrix metalloproteinase-14 (Homo sapiens), P50281;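 active = GFP/RFP ratio change of at least 30% with cell ATP level not reduced by more than half and red fluorescence within 50% of control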; also: strong numbers were not always called active
#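 Assay system: HT1080 RFP-PRO-GFP cells | Dosing: 20 µM single dose, 1% DMSO | Incubation: Cells overnight before dosing, compound overnight, 37 °C, 5% CO2 | Evaluation: GFP/RFP fluorescence ratio | Control set: DMSO-only wells and HT1080 RFP-L50D-GFP cell wells as references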
# CendR NRP1 mod: modulators of CendR peptide binding to NRP-1, primary screen, biochemical, fluorescence polarization, uHTS. 360,000 tested, 0.85% active. inhibition, % at 25 µM. FAM-RPARPAR peptide binding to NRP-1. Neuropilin-1 (Homo sapiens), O14786;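 active = inhibition or corrected inhibition above about 18%, plus a signal ratio from 0.5 to 1.5, limit read from the data, passing the limit was not always enough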; also: strong numbers were not always called active
# eLon inh: inhibitors of E. coli Lon protease, primary screen, biochemical, fluorescence polarization; purified E. coli Lon protease; 360,000 tested, 0.42% active; inhibition, % at 7.94 µM; AID 602123, 2011; P0A9M0; in the data active = inhibition above about 13%, passing the limit was not always enough;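 also: 0% = enzyme with probe and DMSO and 100% = no enzyme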
# Target sequence (P0A9M0 whole entry, looked up): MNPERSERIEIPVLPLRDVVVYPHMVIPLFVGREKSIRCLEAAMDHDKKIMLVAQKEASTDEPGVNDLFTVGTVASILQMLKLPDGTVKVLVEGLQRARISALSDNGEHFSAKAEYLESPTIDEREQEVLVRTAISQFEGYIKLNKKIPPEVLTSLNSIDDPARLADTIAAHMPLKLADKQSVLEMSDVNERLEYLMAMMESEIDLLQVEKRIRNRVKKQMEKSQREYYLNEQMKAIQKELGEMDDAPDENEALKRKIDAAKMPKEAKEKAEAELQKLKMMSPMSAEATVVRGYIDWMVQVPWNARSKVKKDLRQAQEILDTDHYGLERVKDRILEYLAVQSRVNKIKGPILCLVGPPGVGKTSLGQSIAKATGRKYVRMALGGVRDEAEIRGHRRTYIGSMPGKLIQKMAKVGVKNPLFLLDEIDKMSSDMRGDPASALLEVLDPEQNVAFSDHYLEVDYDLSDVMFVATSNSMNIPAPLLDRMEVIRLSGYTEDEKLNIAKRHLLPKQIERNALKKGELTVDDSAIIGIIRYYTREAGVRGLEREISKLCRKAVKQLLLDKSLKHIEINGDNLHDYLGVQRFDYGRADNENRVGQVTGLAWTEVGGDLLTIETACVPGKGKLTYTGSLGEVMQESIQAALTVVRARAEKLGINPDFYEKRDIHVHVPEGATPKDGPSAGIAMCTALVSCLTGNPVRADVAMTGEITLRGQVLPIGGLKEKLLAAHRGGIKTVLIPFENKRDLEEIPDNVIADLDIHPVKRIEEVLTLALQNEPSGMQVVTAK
# MsrA act: bovine MsrA enzyme activators, primary screen, biochemical, absorbance, HTS | purified bovine MsrA, absorbance read-out | activation, % at 10.6 µM | 360,000 tested, 0.3% active | Methionine sulfoxide reductase A (Bos taurus); in the data active = activation above about 7.5%;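 also: 0% = vehicle and 100% = reference activator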
# FAS-TE inh: FAS thioesterase domain inhibitors, primary screen, biochemical, fluorescence intensity, uHTS; recombinant FAS-TE, OMFH fluorogenic substrate, fluorescence endpoint; Fatty acid synthase (Homo sapiens), P49327; inhibition, % at 15 µM; 360,000 tested, 0.67% active;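 active = compounds whose normalised, plate-corrected inhibition of enzyme fluorescence in the single-dose primary screen is 50% or more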;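 also: 0% = DMSO with enzyme and 100% = substrate without enzyme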
# Neddylation inh: inhibitors of cullin neddylation, primary screen, biochemical, TR-FRET, uHTS, NAE and Ubc12; 360,000 tested, 0.58% active; calls only at 25 µM; AID 651699, 2012; NEDD8-conjugating enzyme Ubc12 (Homo sapiens) + NEDD8-activating enzyme E1 regulatory …; in the data active = inhibition above about 36%
# SKN-1 inh: suppressors of acrylamide-induced Pgst-4::GFP reporter in worms, primary screen, SKN-1 inhibitor project, whole organism, uHTS, GFP/RFP fluorescence ratio, strain VP596. AID 624304, 2012. inhibition, % at 21.8 µM. C. elegans VP596 Pgst-4::GFP/RFP ratio, 24 h. 360,000 tested, 0.49% active;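 active = interference check ratio from 0.5 to 1.5 plus GFP to RFP signal ratio inhibition reaching or exceeding a fixed threshold, cut at about 30% in these data, passing the limit was not always enough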; also: some compounds called inactive have numbers as strong as hits
# An asterisk follows results filed as active; i = inactive; nt = no result given; + = active, no number. Rows are unselected, and some 4% of all compounds hit somewhere here.
SMILES,PABP1 MLLE inh,Rin1 Abl inh,MT1-MMP act inh,CendR NRP1 mod,eLon inh,MsrA act,FAS-TE inh,Neddylation inh,SKN-1 inh
O=C(Nc1ccc(F)c(F)c1)c1ccc2c(c1)OCO2,-6.3,-0.8,-3.6,3.3,-4.0,-3.2,2.8,i,9.4
COc1cccc(-n2nnc3c(=O)n(Cc4ccccc4F)cnc32)c1,-4.9,-3.9,1.9,1.5,-3.0,-2.1,8.5,i,-14.6
CCn1c(C)cc(/C=C2\NC(=O)N(CC(=O)Nc3cccc(C)c3)C2=O)c1C,-14.6,-2.1,-9.6,-25.9,-11.4,-4.6,-14.2,i,8.7
Cc1cc(CNC(=O)CCc2nnc(CCCc3ccccc3)o2)nn1C,-6.2,1.6,-1.7,9.7,-0.3,-4.5,-3.6,i,-2.5
CS(=O)(=O)c1cccc(C(=O)NC(c2ccccc2)c2ccccc2)c1,-0.3,0.3,0.7,5.9,-7.5,-4.7,-1.1,i,23.5
Cc1cc(S(=O)(=O)NCC(=O)O)ccc1F,1.9,-1.3,-2.1,1.0,-6.5,-1.2,1.4,i,-13.0
Cc1[nH]n(-c2ccccc2)c(=O)c1/C=N/n1c(C)nc2ccccc2c1=O,5.8,1.8,0.3,-6.3,2.3,-6.7,-5.8,i,14.0
CN(C(=O)CSc1nnc(-c2ccc(Cl)cc2)n1CC1CCCO1)C1CCS(=O)(=O)C1 (configuration not stated),-76.5,-4.1,-1.8,-14.3,2.4,-2.6,-2.1,i,-5.0
CC(=O)c1c(C)[nH]c(C(=O)OCC(=O)NCCc2ccc(Cl)cc2)c1C,-13.6,1.0,-2.5,5.4,-8.7,0.0,8.0,i,-1.7
CCOc1cc(NC(=S)NCc2ccco2)c(OCC)cc1NC(=O)C1CC1,0.2,-2.7,4.7,-3.8,-1.6,-1.9,-6.3,i,-3.8
O=C(N=Nc1c(O)[nH]c2ccc([N+](=O)[O-])cc12)c1ccccc1Cl,-17.5,-4.7,-1.0,-1.3,-4.4,-2.8,1.6,i,5.1
Cc1nn(C)c2ncc(C(N)=O)c(Oc3ccc(Cl)cc3)c12,-6.5,0.4,-3.5,-1.4,-1.6,-2.8,0.4,i,3.1
Cc1ccc(C(CNS(=O)(=O)c2ccc(Cl)cc2)N2CCN(C)CC2)cc1 (configuration not stated),1.0,0.6,-11.6,2.6,-6.5,-3.5,-0.1,i,1.6
Cc1cc(C(=O)CN2C(=O)NC(C)(c3cc(F)ccc3F)C2=O)c(C)n1C1CC1 (configuration not stated),9.0,1.6,3.7,3.9,-11.7,0.8,1.9,i,1.4
COc1ccc2nc(C)cc(SCC(=O)N/N=C/c3cccc4ccccc34)c2c1,-4.9,-0.2,-24.0,-14.5,-6.0,-2.3,1.2,i,5.5
COc1ccc(CCNC(=O)C2CCN(S(=O)(=O)N3CCOCC3)CC2)cc1OC,2.2,4.3,-0.3,9.6,-8.3,0.1,-8.0,i,-2.7
COc1ccc(-c2nnsc2N2C(=O)c3ccccc3C2=O)cc1,1.8,1.7,3.9,8.0,-4.1,-4.3,-7.3,i,-2.0
O[C@H]1COC2C1OC[C@@H]2O (some centres not stated),-4.3,-1.2,2.5,-2.1,-3.3,-7.9,-5.1,i,-22.0
Cc1nc(Nc2ccccc2)c2oc3ccc(Cl)cc3c2n1,-19.4,0.8,1.6,-13.7,2.5,-4.8,3.1,nt,0.5
COc1ccccc1NS(=O)(=O)c1cccc(C(=O)NCC(c2cccs2)N2CCOCC2)c1 (configuration not stated),4.8,1.7,3.7,-3.3,-9.8,1.0,-2.0,i,8.7

# Reformatted as labelled records: 2 of the compounds above
> Cc1cc(S(=O)(=O)NCC(=O)O)ccc1F
  PABP1 MLLE inh: 1.9; Rin1 Abl inh: -1.3; MT1-MMP act inh: -2.1; CendR NRP1 mod: 1.0; eLon inh: -6.5; MsrA act: -1.2; FAS-TE inh: 1.4; Neddylation inh: i; SKN-1 inh: -13.0

> Cc1[nH]n(-c2ccccc2)c(=O)c1/C=N/n1c(C)nc2ccccc2c1=O
  PABP1 MLLE inh: 5.8; Rin1 Abl inh: 1.8; MT1-MMP act inh: 0.3; CendR NRP1 mod: -6.3; eLon inh: 2.3; MsrA act: -6.7; FAS-TE inh: -5.8; Neddylation inh: i; SKN-1 inh: 14.0

# The listing continues:
SMILES,PABP1 MLLE inh,Rin1 Abl inh,MT1-MMP act inh,CendR NRP1 mod,eLon inh,MsrA act,FAS-TE inh,Neddylation inh,SKN-1 inh
COC(=O)CC1=C(C(=O)OC)[C@@H](c2ccccc2[N+](=O)[O-])C(C#N)=C(N)O1,2.8,-0.9,-1.5,2.1,-4.3,-3.1,-3.2,i,4.3
CCCCN(C)C(=O)c1cc2cc3ccc(OC)cc3nc2o1,14.9,1.0,5.0,-4.5,-2.9,17.2*,18.0,+,-10.8
CCCCn1c(SCC(=O)Nc2nnc(C)s2)nnc1-c1ccncc1,-11.0,0.7,-0.7,20.1,-3.7,-1.2,-10.2,i,2.0
CCOc1ccc(N2CC(C(=O)Nc3ccc(OC)c(S(=O)(=O)N4CCCCC4)c3)CC2=O)cc1 (configuration not stated),-22.2,2.7,2.2,2.0,-2.5,-1.7,-0.3,i,-9.7
Cc1ccc(NC(=O)CCC(=O)NNC(=O)c2ccco2)cc1C,-2.9,-0.2,4.9,3.5,7.4,-2.2,-0.9,i,-14.4
O=S(=O)(NC1CCCCC1NCc1ccco1)c1ccccc1 (configuration not stated),-8.0,2.5,-3.9,-1.7,-7.5,-2.7,-4.1,i,-2.2
O=C(O)Cn1nc2ccccc2n1,1.9,-3.7,5.6,3.1,-6.9,-1.8,-5.7,i,11.0
CN(C)S(=O)(=O)c1cccc(NC(=O)c2ccc3nccnc3c2)c1,-4.8,-4.6,-12.0,-2.5,4.9,-2.6,-0.9,i,-2.1
O=C(NCCCCCCNC(=O)OC1CCS(=O)(=O)C1)OC1CCS(=O)(=O)C1 (configuration not stated),-6.8,0.7,-1.3,-3.0,-2.1,-1.6,-3.6,i,1.8
COc1ccc(OC)c(C2=CC(=O)C[C@H](c3ccc(F)cc3)C2)c1,3.2,0.3,0.0,-0.1,-8.8,-2.3,10.9,i,1.3
CCc1ccc(OCC(=O)N2CC(C(N)=O)Oc3ccccc32)cc1 (configuration not stated),5.9,-2.6,4.5,9.8,5.7,-2.5,-4.5,i,-20.9
O=C(CCN1C(=O)/C(=C\c2ccccc2F)SC1=S)Nc1ccc(C(=O)O)c(O)c1,23.2,-0.9,-0.2,-16.7,-4.7,-4.3,40.2,i,6.3
CCOC(=O)Cc1nc2ccccc2n(CC#N)c1=O,-26.7,0.6,-6.2,-29.8,-2.5,-2.4,-10.7,i,5.5
COc1ccc(-c2ccc3oc(-c4ccc(OC)cc4)c(-c4cc(OC)c(OC)c(OC)c4)c3c2)cc1,-8.0,-2.4,6.8,-11.0,5.0,-0.6,33.8,i,-11.8
C(=N\N1CCN(C2c3ccccc3-c3ccccc32)CC1)/c1cccs1,-4.3,-3.4,1.1,20.4,6.9,-4.0,22.8,i,1.9
N#Cc1ccccc1OCC(=O)NCC(c1ccc(F)cc1)N1CCOCC1 (configuration not stated),0.4,3.2,4.4,7.4,-5.9,-1.7,-7.3,i,-6.1
CCOC(=O)/C(=C\C=C1/Sc2cc(OCC)c(OCC)cc2N1CC)C(C)=O,i,-13.6,-135.4,121.4,i,-3.4,-167.7,i,5.3
COc1ccccc1CNC(=O)C1CCCN(S(=O)(=O)c2cccc3nsnc23)C1 (configuration not stated),-15.3,-2.7,-9.2,-5.4,-2.1,-3.0,-0.3,i,3.1
O=S1(=O)Cc2cc3ccccc3cc2C1,9.6,1.4,-0.5,7.0,-3.8,-3.3,-2.3,i,19.2
COc1ccc(/C=N/NC(=O)c2cc3c(OC)ccc(OC)c3[nH]2)cc1O,-6.9,-2.8,20.7,1.0,4.9,-4.6,1.9,+,-7.2
Cc1nn(C)c(C(=O)N/N=C/c2ccc(Br)cc2)c1Cl,-3.2,0.8,2.5,0.3,7.8,1.2,-4.0,i,-4.9
COc1ccc(C(C(=O)NC2CCCCC2)N(C(=O)c2ccccn2)c2cccnc2)cc1 (configuration not stated),5.0,0.6,2.1,-0.7,1.1,-4.6,-6.0,i,14.0
CC1CCCC(NC(=O)Cn2cc(Br)ccc2=O)C1C (configuration not stated),-19.2,2.0,-4.0,6.6,-8.8,-3.9,-4.7,i,6.4
COc1ccc(C)cc1NC(=O)CSc1nnc(CC(=O)Nc2cccc(C(F)(F)F)c2)n1C,-5.6,3.5,-4.3,-23.2,-0.7,-7.4,5.7,i,0.5
COc1ccc(-n2c(SCC(=O)N3CCOCC3)nc(O)c(Cc3ccccc3)c2=O)cc1,36.9,1.8,3.8,4.9,-7.7,-0.7,-4.2,i,-5.3
Cc1cccc(CNc2ncnc3ccc(-c4ccoc4)cc23)c1,-13.2,0.4,-2.0,17.5,-0.9,-1.4,20.5,i,10.9
COC(=O)C(C)(C)c1cccnc1C#N,-1.2,0.8,5.1,2.2,-5.8,-4.2,-4.8,i,-15.6
CCOC(=O)C1=C(C)N=c2s/c(=C\C(=O)OC)c(=O)n2C1c1ccc(OC)cc1 (configuration not stated),-138.7,-0.1,0.7,1.1,-6.2,-0.3,17.0,i,2.3
COc1ccc(N(CC(=O)NC2CC3CCC2C3)S(=O)(=O)c2ccc(C)cc2)cc1Cl (configuration not stated),1.2,1.7,10.6,-15.1,-6.4,1.4,22.7,i,-5.1
Cc1ccc(O)c(C(=O)CC(=O)c2ccccc2Cl)c1,-15.6,0.9,-6.3,-4.0,2.4,-3.1,11.8,i,9.3
OC[C@@H]1CN(Cc2ccccc2)C[C@H](n2cnc3c(NC4CC4)ncnc32)O1,16.4,1.9,1.4,-3.7,12.7,-2.5,-5.3,i,7.8
COC(=O)c1ccc(/C=C/C(=O)OCC(=O)Nc2ncc(Cl)cc2Cl)cc1,-4.8,0.2,-4.7,-12.4,-6.6,-3.1,-3.3,i,17.6
CN(Cc1ccccc1)C(=S)Nc1ccc2nc3n(c(=O)c2c1)CCCCC3,-108.8,1.9,-2.1,-1.2,-2.3,-2.4,-24.9,i,-8.2
Nc1cccnc1S(=O)(=O)c1ccccc1,26.7,2.4,-1.5,7.9,2.0,-2.0,-6.5,i,1.5
COc1ccc(OC)c(C(=O)NC(CC(N)=O)c2ccc(NCCN3CCCC3)c([N+](=O)[O-])c2)c1 (configuration not stated),2.2,-0.9,10.1,-9.2,2.6,-2.1,-3.2,i,2.5
COc1cccc(NC(=O)CN(C)S(=O)(=O)c2ccc3[nH]c(=O)oc3c2)c1,-15.0,-0.6,1.4,-1.6,1.5,-0.9,-7.3,i,-9.5
COc1ccc(-n2c(=S)[nH]c3cc(C(=O)NCCCN4CCOCC4)ccc3c2=O)cc1OC,-2.0,-0.8,0.5,-11.1,-9.0,-3.5,-6.0,i,13.2
COc1ccc(NS(=O)(=O)c2cc(OC)ccc2OC)cc1,5.3,0.6,-0.3,2.2,-5.7,-1.6,-2.6,i,-2.7
COc1ccc(C2C(C#N)=C(N)OC(C(C)(C)C)=C2C#N)cc1OC (configuration not stated),-9.5,-2.3,-0.1,-6.2,-4.1,1.4,-1.9,i,5.8
